AmpC inh detg: qHTS Inhibitors of AmpC Beta-Lactamase (assay with detergent); AID 485294, 2010; AmpC hydrolysis of nitrocefin, absorbance 480 nm, 0.01% Triton; hit rate 0.041% among 370,000; Potency, µM (top dose mostly 114 µM), for the others: at the highest dose activity change, negative = inhibition, hits mostly inhibitors;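 note: potency is the fitted concentration of half-maximal effect; 0% = no-compound wells and -100% = no-enzyme wells; nearly all actives have a fitted effect of over 25% in size; some results filed as inactive show a strong effect at the top dose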
Target sequence (P00811 whole entry, looked up): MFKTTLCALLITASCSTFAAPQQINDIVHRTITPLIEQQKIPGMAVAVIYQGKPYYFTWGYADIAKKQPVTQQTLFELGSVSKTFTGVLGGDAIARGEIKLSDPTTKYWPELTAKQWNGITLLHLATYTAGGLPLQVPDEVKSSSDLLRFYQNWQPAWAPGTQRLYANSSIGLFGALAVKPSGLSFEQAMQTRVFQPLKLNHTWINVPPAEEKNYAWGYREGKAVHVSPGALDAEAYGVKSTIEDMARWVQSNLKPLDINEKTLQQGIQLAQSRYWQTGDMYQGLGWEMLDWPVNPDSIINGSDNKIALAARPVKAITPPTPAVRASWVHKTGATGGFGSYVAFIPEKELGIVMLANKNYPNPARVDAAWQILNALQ
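20 mM phosphate pH 7.0 + 0.01% (detergent screen) or 0.0001% Triton X-100; 5.3 nM AmpC reagent; cpd preinc 15 min RT; nitrocefin (800 uM stock) to start; A480 q20 s × 4 min; Activity was normalised to no-enzyme and no-compound control wells.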
AMA1 RON2 block: qHTS for Inhibitors of AMA1-RON; Towards Development of Antimalarial Drug Lead: Primary Screen; Plasmodium falciparum AMA1 (3D7) - RON2 peptide interaction; AlphaScreen AMA1-biotinylated RON2 peptide binding; Potency, µM (highest dose often 58.2 µM), without a hit: at the highest dose activity change, negative = inhibition, actives largely listed as inhibitors; hit rate 0.2% among 360,000; AID 720542, 2013;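 note: potency is the fitted concentration of half-maximal effect; 0% = vehicle wells and -100% = peptide control; nearly all actives have a fitted effect of over 45% in size; some results filed as inactive show a strong effect at the top dose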
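AMA1 (3D7) with his tag at 25 nM final met compounds first, then biotinylated RON2 peptide at 25 nM; detection used donor plus acceptor beads, 10 µg/mL apiece, read by AlphaScreen after 30 min at room temperature.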
AmpC no deterg: qHTS Inhibitors of AmpC Beta-Lactamase (assay without detergent) | P00811 | AmpC nitrocefin hydrolysis, absorbance 480 nm, 0.0001% Triton | Potency, µM (highest dose often 57.1 µM), inactives show top-dose activity change, negative = inhibition, hits mostly inhibitors | hit rate 0.52% among 330,000 | AID 485341, 2010;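 note: potency is the fitted concentration of half-maximal effect; plate controls were no compound for no effect and no enzyme for full effect; nearly all actives have a fitted effect of over 20% in size; some results filed as inactive show a strong effect at the top dose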
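AmpC (5.3 nM in the dispensed reagent) in 20 mM phosphate pH 7.0 with 0.01% (detergent screen) or 0.0001% Triton X-100 was preincubated with compounds for 15 min at room temperature. Nitrocefin was then added from an 800 uM solution, and hydrolysis was followed at 480 nm.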
Sm TGR inh: qHTS Assay for the Inhibitors of Schistosoma Mansoni Peroxiredoxins; Potency, µM (highest dose often 114 µM), for inactives: at the highest dose activity change, negative = inhibition, hits mostly inhibitors; Schistosoma mansoni thioredoxin glutathione reductase (TGR), Q962Y6; hit rate 3% among 360,000; purified TGR, DTNB reduction, TNB absorbance 405 nm; note: potency is the fitted concentration of half-maximal effect; nearly all actives have a fitted effect of over 60% in size
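Kinetic colorimetric format: TGR-catalysed, NADPH-driven DTNB reduction monitored via TNB absorbance. Enzyme dispensed at 20 nM; compound exposure 15 min at room temperature before reaction start.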
FBPA Giardia inh: qHTS Assay for Inhibitors of Fructose-1,6-bisphosphate Aldolase from Giardia Lamblia. A8B2U2. purified Giardia FBPA. Potency, µM (top dose mostly 59.6 µM), without a hit: at the highest dose activity, negative = inhibition, most hits filed as inhibitors. hit rate 0.71% among 290,000. AID 2451, 2010; note: potency is the fitted concentration of half-maximal effect; nearly all actives have a fitted effect of over 55% in size
Target sequence (A8B2U2 whole entry, looked up): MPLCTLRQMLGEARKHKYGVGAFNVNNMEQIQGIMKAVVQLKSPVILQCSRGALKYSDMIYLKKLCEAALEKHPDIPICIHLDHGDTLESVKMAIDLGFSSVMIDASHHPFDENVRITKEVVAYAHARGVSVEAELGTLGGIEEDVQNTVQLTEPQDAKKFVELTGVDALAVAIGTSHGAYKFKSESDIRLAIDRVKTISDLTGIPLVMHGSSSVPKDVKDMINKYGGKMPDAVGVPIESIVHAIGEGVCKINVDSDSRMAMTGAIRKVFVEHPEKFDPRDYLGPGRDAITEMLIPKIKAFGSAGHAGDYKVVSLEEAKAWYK
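Giardia FBPA (40 nM reagent) was preincubated 10 min at RT with compound (up to 57.5 uM final), then substrate plus GAPDH/TPI/NAD/arsenate coupling system with diaphorase/resazurin was added; resorufin fluorescence (525/598 nm) was read after 20 min.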
HCMV inh: qHTS Assay for inhibitors of the human cytomegalovirus (HCMV). hit rate 4.5% among 410,000. AID 1259415, 2018. activity change, negative = inhibition, % at 57.5 µM. HFF cells, HCMV-luciferase reporter, 72 h; hits give low values; in the data active = activity change below about -60%; inconclusive = no clear call, values can overlap the other calls; inactive = above about -39%
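HFF cells seeded 16 h at 37C, treated with compounds, infected with luciferase-reporter HCMV at MOI 1 PFU/cell; luciferase read at 72 h post infection, normalized to buffer-only and Salinomycin controls.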
The depositor's hits bear a star; ? = inconclusive; . = not tested or not shown; [ ] = dose if it differs, or a comment. Unless noted, calls come from the whole dose curve; as a rule, active = well fitted curve in the direction sought with a large enough effect; inconclusive = small, poorly fitted or top-dose-only effect, or another doubt; inactive = no such curve, though single readings can be large; an effect the other way counts as inactive or inconclusive. Unless noted, % is set by controls: 0 for no effect and ±100 for the full control effect.

#	Molecule	AmpC inh detg	AMA1 RON2 block	AmpC no deterg	Sm TGR inh	FBPA Giardia inh	HCMV inh
1	COc1ccccc1C(=O)N1CC(=O)Nc2ccc(C)cc2C1c1ccc(F)cc1 (stereo unspecified)	0%	-4%	-8%	-12%	-7%	7
2	CCC(C(=O)Nc1cc(Cl)c(OC)cc1OC)c1ccccc1 (stereo unspecified)	-2%	0%	-1%	5%	-2%	-18
3	CSCCC(NC(=O)c1ccco1)C(=O)OCC(=O)N1c2ccccc2NC(=O)C1(C)C (stereo unspecified)	4%	4%	-16%	-15%	.	2
4	COc1ccc(C)cc1-n1c(=O)c2ccccc2c2ccccc2c1=O	-12%	-10%	98%[activator]	-1%	-10%	?
5	CC(C)N(C(=O)[C@H]1C[C@H](CC(=O)NCCc2ccccn2)C(=O)N2CCc3c([nH]c4cc(CCC(=O)N(C)C)ccc34)[C@]12C)C(C)C	.	60%[activator]	152%[activator]	.	.	24
6	COc1nc(NC(C)(C)C)nc(Oc2ccc(=O)n(-c3ccccc3)n2)n1	?	-2%	8%	0%	-1%	38
7	O=C(Cc1csc(NC(=O)Nc2ccc(Cl)cc2)n1)NCc1ccccn1	-5%	63%[activator]	-4%	2%	.	-8
8	CCCN=C1N(C)C[C@@H]2[C@@H]3C(=O)N(C)C(=O)[C@@H]3[C@](C)(C(=O)OC)N12	.	9%	-16%	.	.	-15
9	COc1cc2c(cc1OC)-c1cc(NC3CCCCCCC3)nc(=O)n1CC2	?	0%	0%	6%	-14%	-17
10	Cc1ccc(OCC(=O)Nc2ccc(C(=O)O)cc2NC(=O)COc2ccc(C)c(C)c2)cc1C	-3%	-6%	-8%	0%	.	-98*
11	Nc1ccc(C(=O)N2CCN(S(=O)(=O)c3ccc4c(c3)OCCCO4)CC2)cc1[N+](=O)[O-]	-9%	-7%	-19%	0%	.	?
12	N#Cc1c(N2C(=O)c3ccc(C(=O)O)cc3C2=O)sc2c1CCCC2	-12%	-2%	11%	-4%	20%	-25
13	CCOC(=O)CCNC(=O)Nc1cc2nc(C)n(Cc3cccc(Cl)c3)c2nc1C	-18%	-7%	10%	3%	4%	-16
14	COc1ccccc1NC(C)C(=O)Nc1ccc(C(C)=O)cc1 (stereo unspecified)	-7%	-6%	19%	2%	-2%	21
15	CCOc1ccccc1NC(=O)Cn1c(=O)ccc2cc(S(=O)(=O)N3CCC(C)CC3)ccc21	2%	.	.	-6%	.	-1
16	CS(=O)(=O)c1ccccc1C(=O)N1CCN(Cc2ccccc2)CC1	0%	-18%	-1%[11.4 µM]	17%	1%	-25
17	O=C(Cc1ccc(Cl)c(Cl)c1)NC1CCCCCC1	-11%	6%	-34%	-1%	-4%	50
18	COc1cccc(CN2CCNC(=O)C2CC(=O)N2CCCCO2)c1OC (stereo unspecified)	6%	0%	105%[activator]	.	?	-9
19	Cn1c(NC2CCCCC2)c(N=O)c(=O)n(C)c1=O	3%	6%	-17%	1%	4%	-11
20	c1ccc(-c2ncnc3nc4n(c23)CCC4)cc1	5%	-3%	.	-4%	1%	24
21	COc1cccc(NCc2cc(=O)oc3cc(C)c(O)cc23)c1	-8%	-2%	-50%	-13%	-12%	33
22	NNc1nnc2c3cc(F)ccc3n(CCc3ccccc3)c2n1	3%	70%[activator]	-27%	-10%	-2%	-94*
23	COc1cccc(NC(=O)NCCCN2CCN(c3ccc(F)cc3)CC2)c1	6%	-10%	0%	3%	5%	14
24	CCCn1c(N2CCN(C)CC2)nc2c1c(=O)[nH]c(=O)n2C	9%	-29%	0%	1%	2%	-10
25	Cc1nn(C)c(Cl)c1NC(=O)OCc1ccc(Cl)cc1Cl	-2%	-1%	17%	1%	-1%	-96*
26	CCOc1ccc(NC(=O)CN(C)C(=O)c2cc(C)on2)cc1OCC	?	1%	-6%	0%	.	30
27	CNC(=S)N(CCc1ccc(OC)c(OC)c1)Cc1cc2c(C)cc(C)cc2[nH]c1=O	-4%	2%	-4%	-10%	0%	-30
28	CSc1ncc(C(=O)Nc2ccccc2Cl)c(C)n1	1%	6%	-1%	11%	-1%	?
29	Cc1cc(Cl)ccc1OCC(=O)N1CC(C)CC(C)C1 (stereo unspecified)	?	-12%	-10%	5%	8%	-40
30	CC(=O)NC1=C(Nc2ccc(N(C)C)cc2)C(=O)c2ccccc2C1=O	?	-4%	-9%	?	-28%	-88*
31	O=C(NCc1cccnc1)Nc1ccc(Cl)c(Cl)c1	-18%	-1%	-26%	-8%	16%	72
32	COc1ccc(OC)c(-n2cnc3cc(C(=O)NCCCN4CCOCC4)ccc32)c1	4%	-12%	35%	-4%	1%	.
33	COc1ccc(C2c3cccn3CCN2S(=O)(=O)c2ccc([N+](=O)[O-])cc2)cc1 (stereo unspecified)	5%	.	.	?	.	-8
34	COc1ccc(/C=C2\C(=O)ON=C2c2cccc([N+](=O)[O-])c2)cc1	3%	.	-49%	11µM*	-9%	-8
35	Cc1cccc(/C=N/NC(=O)c2cccc([N+](=O)[O-])c2)n1	-5%	103%[activator]	-4%	11%	?	-23
36	Cc1c(NC(=O)COC(=O)C2(c3ccccc3F)CCCC2)c(=O)n(-c2ccccc2)n1C	7%	22%	21%	-5%	0%	?
37	CCOc1ccccc1NC(=O)c1oc2ccccc2c1NC(=O)C1CCCO1 (stereo unspecified)	-7%	2%	-19%	0%	-2%	-7
38	Cc1nn(C)c(C)c1S(=O)(=O)N1CCC(C(=O)NC2CCCc3ccccc32)CC1 (stereo unspecified)	-7%	7%	62%[activator]	-16%	1%	-10
39	CN(C)c1ccc(CNC(=O)c2cc(S(=O)(=O)N3CCOCC3)cn2C)cc1	-13%	-4%	-7%	-19%	-7%	19
40	COc1ccc(C(=O)CSc2nc3cccnc3n2C)cc1	-2%	-5%	-20%	-6%	0%	?
41	Cc1ccccc1C(O)c1ccccn1 (stereo unspecified)	?	-2%	-12%	9%	6%	-5
42	COc1ccc(C(=O)Oc2ccc(C3NC(=O)c4c(sc5c4CCN(C)C5)N3)cc2OC)cc1 (stereo unspecified)	-5%	.	.	1%	.	9
43	COc1cc(C(=O)NCC(=O)Nc2c(C)cccc2C)ccc1OCC(=O)N1CCOCC1	.	8%	-8%	.	.	?
44	O=C(NCCc1csc(-c2ccc(C(F)(F)F)cc2)n1)C(=O)Nc1ccc(F)c(Cl)c1	1%	.	.	5%	.	-16
45	Cc1nc2ncccn2c1-c1csc(Nc2ccc(O)cc2)n1	6%	?	-22%	?	-24%	-32
46	O=S(=O)(/N=C(\[O-])C[n+]1ccccc1)c1ccc(Cl)cc1	6%	1%	-15%	4%	0%	?
47	CCCC(O)(CCC)C(=O)NN1CCCCC1	-6%	5%	-10%	8%	8%	-23
48	CCCCNC(=O)O/N=C(\N)CS(=O)(=O)C(C)(C)C	-3%	-15%	1%	0%	3%	35
49	COC(=O)Nc1nc(C)c(C(=O)N(C)C)s1	-9%	7%	-12%	4%	4%	-3
50	CN(C)S(=O)(=O)c1ccc2c(c1)c(=O)c(C(=O)N1CCN(c3ccccn3)CC1)cn2C	-5%	15%	21%	5%	-1%	-2
51	COc1ccccc1C(=O)NC(=O)COC(=O)CCNS(=O)(=O)c1ccccc1	-7%	-2%	-19%	-20%	.	-37
52	COc1cccc(-c2nnn(CC(=O)N3CCCCC3)n2)c1	-13%	12%	-16%	1%	12%	18
53	CC(=O)N/C(=C\c1ccccc1)C(=O)OCC(=O)NC(=O)c1ccccc1	?	-12%	-1%	-2%	.	-4
54	CCS(=O)(=O)N1CCC2(CC1)OC(=O)C(C)=C2C(=O)NCc1ccccc1C	?	.	.	6%	.	17
55	CCOc1ccc(C(O)Cn2c(=N)n(CCN3CCCCC3)c3ccccc32)cc1 (stereo unspecified)	-5%	-3%	9%	-2%	-2%	?
56	COc1cccc(OCc2nnc(SCC(=O)OC3CCCCC3)n2C)c1	-8%	-7%	117%[activator]	1%	11%	0
57	CCOc1ccc(NC(=O)CN2C(=O)C3CC=CCC3C2=O)cc1 (stereo unspecified)	?	2%	-13%	4%	-7%	-14
58	CC1=CC(=O)C=C/C1=C(/c1ccc(O)cc1C)c1ccccc1S(=O)(=O)O	2%	-5%	-18%	-7%	.	-5
59	CCCc1cc(=O)[nH]c2nnc(SC(C)CC)n12 (stereo unspecified)	2%	.	.	6%	.	34
60	COc1ccc(NC(=S)N(CCc2c(C)[nH]c3ccc(C)cc23)Cc2cccnc2)cc1	?	-10%	28%	-17%	5%	?
61	CC(=O)C(C(C)=O)C(NC(=O)c1cccnc1)(C(F)(F)F)C(F)(F)F	-4%	0%	-3%	7%	2%	-37
62	CCOC(=O)C(NC(=O)c1ccc(F)cc1)(Nc1sc2c(c1C(N)=O)CCC2)C(F)(F)F (stereo unspecified)	3%	6%	-54%	?	-26%	?

Ten entries out of the list, sorted by SMILES length, lowest first:
#	Molecule	AmpC inh detg	AMA1 RON2 block	AmpC no deterg	Sm TGR inh	FBPA Giardia inh	HCMV inh
48	CCCCNC(=O)O/N=C(\N)CS(=O)(=O)C(C)(C)C	-3%	-15%	1%	0%	3%	35
57	CCOc1ccc(NC(=O)CN2C(=O)C3CC=CCC3C2=O)cc1 (stereo unspecified)	?	2%	-13%	4%	-7%	-14
46	O=S(=O)(/N=C(\[O-])C[n+]1ccccc1)c1ccc(Cl)cc1	6%	1%	-15%	4%	0%	?
55	CCOc1ccc(C(O)Cn2c(=N)n(CCN3CCCCC3)c3ccccc32)cc1 (stereo unspecified)	-5%	-3%	9%	-2%	-2%	?
51	COc1ccccc1C(=O)NC(=O)COC(=O)CCNS(=O)(=O)c1ccccc1	-7%	-2%	-19%	-20%	.	-37
54	CCS(=O)(=O)N1CCC2(CC1)OC(=O)C(C)=C2C(=O)NCc1ccccc1C	?	.	.	6%	.	17
43	COc1cc(C(=O)NCC(=O)Nc2c(C)cccc2C)ccc1OCC(=O)N1CCOCC1	.	8%	-8%	.	.	?
60	COc1ccc(NC(=S)N(CCc2c(C)[nH]c3ccc(C)cc23)Cc2cccnc2)cc1	?	-10%	28%	-17%	5%	?
42	COc1ccc(C(=O)Oc2ccc(C3NC(=O)c4c(sc5c4CCN(C)C5)N3)cc2OC)cc1 (stereo unspecified)	-5%	.	.	1%	.	9
62	CCOC(=O)C(NC(=O)c1ccc(F)cc1)(Nc1sc2c(c1C(N)=O)CCC2)C(F)(F)F (stereo unspecified)	3%	6%	-54%	?	-26%	?
